Assay outcomes: PubChem, NMMLSC
LAP4-GFP MLPCN: yeast TOR pathway LAP4-GFP modulation; AID 2023; GFP response vs DMSO, % at 10 µM; 0.34% of 320,000 active; S. cerevisiae LAP4-GFP multiplex, flow cytometry GFP, 3 h; median GFP as percent of DMSO wells;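 active means GFP response vs DMSO above a set limit, about the screen mean plus 3 SD, cut at about 150% in these data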
Yeast superoxide: lowers age-related superoxide in aged yeast cells | S. cerevisiae aged cells, superoxide DHE fluorescence; hits give low values | superoxide response (% of plate mean), % at 10 µM | 0.18% of 330,000 active | AID 2690;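 active means superoxide response under a set limit, about three screen SD below normal, cut at about 65% in these data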;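 further: yeast aged for seven days with compound at 30 °C before DHE staining; 100% = average MFI of all compound-treated wells on the plate with controls excluded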
CIT2-GFP yeast: modulators of TOR pathway CIT2-GFP in S. cerevisiae. S. cerevisiae CIT2-GFP strain, flow cytometry, 3 h; 100 means same as DMSO wells. GFP response vs DMSO, % at 10 µM. 0.065% of 320,000 active;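 active means GFP response relative to DMSO above a set limit, near the screen mean plus 3 SD, cut at about 150% in these data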;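 further: ratio of well median GFP fluorescence to mean of DMSO wells on the plate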
RPL19A-GFP yeast: yeast TOR pathway RPL19A-GFP modulation; 0.3% of 330,000 active; S. cerevisiae RPL19A-GFP strain, flow cytometry, 3 h; hits give low values; percent response vs DMSO, % at 10 µM;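 active means percent response vs DMSO below 50%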;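 further: median channel GFP fluorescence of the barcoded RPL19A-GFP strain; ratio of sample median GFP to plate DMSO average so 100% = DMSO; lower means less RPL19A-GFP as with rapamycin TOR inhibition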
AGP1 TOR yeast: yeast TOR pathway AGP1-GFP modulation; S. cerevisiae AGP1-GFP multiplex flow cytometry, 3 h; GFP as percent of DMSO wells; 0.02% of 320,000 active; GFP response vs DMSO, % at 10 µM; AID 2066;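 active means GFP response relative to DMSO above a set limit, near screen average plus 3 SD, cut at about 150% in these data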;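 further: median GFP channel fluorescence of the gated AGP1 strain per well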
GRK2 inh: human GRK2 inhibition via aptamer displacement; bead flow cytometry, FAM-aptamer displacement from GRK2; inhibition of aptamer binding, % at 10 µM; 0.59% of 330,000 active; AID 488847;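 active means inhibition of aptamer binding above 40%, roughly 3 SD of noise, on plates passing a quality check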;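 further: median bead fluorescence of bound FAM aptamer so fluorescent compounds give negative values; no value below 0 was filed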
VLA-4 inh: inhibition in a human VLA-4 binding assay; P13612; VLA-4 expressing cells, ligand binding flow cytometry; inhibition, % (about 7 µM as worked out from the volumes in the protocol); 0.2% of 330,000 active; in the data active means inhibition above about 50%
Target sequence (P13612 whole entry, looked up): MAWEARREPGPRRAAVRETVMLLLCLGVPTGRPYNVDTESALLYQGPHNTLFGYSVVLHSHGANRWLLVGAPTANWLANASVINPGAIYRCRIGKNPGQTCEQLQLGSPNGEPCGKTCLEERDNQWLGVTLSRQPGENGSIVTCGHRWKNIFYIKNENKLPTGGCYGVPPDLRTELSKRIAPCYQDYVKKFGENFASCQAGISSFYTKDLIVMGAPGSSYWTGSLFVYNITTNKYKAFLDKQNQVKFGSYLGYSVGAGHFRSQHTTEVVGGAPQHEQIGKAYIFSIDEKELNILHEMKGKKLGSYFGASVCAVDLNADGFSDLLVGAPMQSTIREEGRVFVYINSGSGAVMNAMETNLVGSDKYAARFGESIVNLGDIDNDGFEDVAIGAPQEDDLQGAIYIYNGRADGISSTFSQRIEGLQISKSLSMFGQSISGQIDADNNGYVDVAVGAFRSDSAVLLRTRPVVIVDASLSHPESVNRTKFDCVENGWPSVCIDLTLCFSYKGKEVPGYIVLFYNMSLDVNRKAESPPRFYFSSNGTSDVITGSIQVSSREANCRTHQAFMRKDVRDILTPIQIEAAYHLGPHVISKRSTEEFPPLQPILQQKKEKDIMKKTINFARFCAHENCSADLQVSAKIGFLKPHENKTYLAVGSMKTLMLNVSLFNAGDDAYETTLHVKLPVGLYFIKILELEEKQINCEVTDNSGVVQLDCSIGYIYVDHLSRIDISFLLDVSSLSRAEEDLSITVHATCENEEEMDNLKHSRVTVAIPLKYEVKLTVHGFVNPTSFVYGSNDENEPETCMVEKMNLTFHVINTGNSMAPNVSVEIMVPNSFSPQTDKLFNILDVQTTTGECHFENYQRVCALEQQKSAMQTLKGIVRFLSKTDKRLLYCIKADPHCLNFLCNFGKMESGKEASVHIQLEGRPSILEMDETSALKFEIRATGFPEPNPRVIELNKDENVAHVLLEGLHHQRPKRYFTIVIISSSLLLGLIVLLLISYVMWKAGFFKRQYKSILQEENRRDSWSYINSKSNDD
MEP2-GFP yeast: modulators of TOR pathway MEP2-GFP in S. cerevisiae; S. cerevisiae MEP2-GFP strain, flow cytometry GFP, 3 h; 100% = DMSO control level; 0.51% of 330,000 active; GFP response vs DMSO, % at 10 µM;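 active means GFP response versus DMSO above a set limit, roughly screen mean plus 3 SD, cut at about 180% in these data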;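 further: median GFP fluorescence of the barcode-gated MEP2-GFP cells per well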
The depositor's hits bear a star; nt = no result given; [ ] = remark or other dose.

entry	SMILES	LAP4-GFP MLPCN	Yeast superoxide	CIT2-GFP yeast	RPL19A-GFP yeast
1	COc1ccc(C)cc1-n1[nH]nnc1=S	100	100	100	94
2	O=C(CN(Cc1ccccc1F)C(=O)Cn1nnc(-c2cccs2)n1)NC1CCCCC1	104	105	95	97
3	Cc1ccc(NS(=O)(=O)c2ccc(C(=O)N3CCOCC3)cc2)cc1	104	94	106	95
4	O=c1[nH]c(/C=C2\C=Nc3ccccc32)c(O)n1Cc1ccccc1F	102	102	108	101
5	O=C(NCCc1ccc(Cl)cc1)c1ccc(=O)[nH]c1	86	100	94	102
6	Cc1cc(C(=O)COc2ccc3ccc(=O)oc3c2)c(C)n1Cc1cccs1	86	90	101	97
7	Cc1c(NC(=O)CSc2nc(N)cc(N)n2)c(=O)n(-c2ccccc2)n1C	95	132	90	92
8	Cn1c(SCC(=O)N2CCc3ccccc32)nc2cccnc21	112	96	96	94

entry	AGP1 TOR yeast	GRK2 inh	VLA-4 inh	MEP2-GFP yeast
1	97	1	13	104
2	nt	0	0	99
3	105	2	8	97
4	105	3	8	107
5	100	1	3	100
6	95	23	20	95
7	97	2	-1	93
8	104	2	-11	107

Following part:
entry	SMILES	LAP4-GFP MLPCN	Yeast superoxide	CIT2-GFP yeast	RPL19A-GFP yeast
9	CC(C)C(=O)NS(=O)(=O)c1ccc(N)cc1	100	106	93	92
10	O=C1C(Cc2ccccc2)Nc2ncnc(N3CCc4ccccc4C3)c2N1Cc1ccc(Br)cc1 (stereo not drawn)	125	97	85	97
11	CCn1ccnc1CNC(=O)CC1C(=O)NCCN1CC(c1ccccc1)c1ccccc1 (stereo not drawn)	101	102	105	98
12	Cc1ccc(NC(=O)COC(=O)c2cc(=O)c3ccccc3o2)c(Br)c1	100	124	98	102
13	COCCN(C(=S)Nc1cccc(C)c1C)C(C)c1ccco1 (stereo not drawn)	94	102	94	100
14	COc1ccc(Cl)cc1NS(=O)(=O)c1cccc(C(=O)NC2CCC(O)CC2)c1 (stereo not drawn)	96	106	113	103
15	O=C(/C=C/c1c[nH]c2ccccc12)c1cccc2ccccc12	94	91	81	100
16	O=[N+]([O-])c1ccc(-c2cn(-c3ccc(Cl)cc3)c(=S)[nH]2)cc1	101	76	105	104

entry	AGP1 TOR yeast	GRK2 inh	VLA-4 inh	MEP2-GFP yeast
9	nt	2	9	98
10	79	4	6	97
11	101	0	1	102
12	93	0	7	102
13	96	0	5	105
14	108	0	4	102
15	87	3	-3	87
16	107	0	29	108

(continued)
entry	SMILES	LAP4-GFP MLPCN	Yeast superoxide	CIT2-GFP yeast	RPL19A-GFP yeast
17	Cc1cc(C(=O)Nc2ccc3c(c2)CCC3)c2ccccc2n1	102	101	90	98
18	CCC1Oc2ccc(C)cc2N(CC(=O)N2CCN(c3ccc(F)cc3)CC2)C1=O (stereo not drawn)	97	115	93	98
19	C=CCN1C(=O)C2(C(C#N)=C(N)Oc3n[nH]c(CCC)c32)c2ccccc21 (stereo not drawn)	102	102	100	102
20	CCC(C)NC(=O)c1csc2c1CCCCC2 (stereo not drawn)	115	103	89	94
21	CCCCCCOC(=O)Cc1c(C)nc(N)[nH]c1=O	97	109	98	101
22	Cc1ccc(NC(=O)c2ccc(CSc3nnc(C)s3)cc2)c(C)c1	104	104	94	95
23	Cc1ccccc1-n1ccnc1SCC(=O)NCc1ccco1	107	93	109	110
24	COc1ccc(C)cc1-n1nnnc1SCc1csc(C)n1	102	90	86	100

entry	AGP1 TOR yeast	GRK2 inh	VLA-4 inh	MEP2-GFP yeast
17	98	3	4	92
18	100	4	-6	100
19	104	1	3	94
20	96	0	-10	98
21	108	0	12	102
22	93	0	19	98
23	104	0	-3	104
24	97	3	10	98

5 of the entries above in order of the MEP2-GFP yeast value, highest first:
nr	structure	MEP2-GFP yeast
8	Cn1c(SCC(=O)N2CCc3ccccc32)nc2cccnc21	107
12	Cc1ccc(NC(=O)COC(=O)c2cc(=O)c3ccccc3o2)c(Br)c1	102
2	O=C(CN(Cc1ccccc1F)C(=O)Cn1nnc(-c2cccs2)n1)NC1CCCCC1	99
3	Cc1ccc(NS(=O)(=O)c2ccc(C(=O)N3CCOCC3)cc2)cc1	97
17	Cc1cc(C(=O)Nc2ccc3c(c2)CCC3)c2ccccc2n1	92

(more compounds)
entry	SMILES	LAP4-GFP MLPCN	Yeast superoxide	CIT2-GFP yeast	RPL19A-GFP yeast
25	Cc1cc(/C=C2/NC(=O)N(c3ccccc3)C2=O)c(C)n1-c1cccnc1	95	109	102	103
26	COc1ccc(C(CNC(=O)CNC(=O)c2ccccc2Cl)N2CCCC2)cc1 (stereo not drawn)	112	98	95	94
27	Cc1ccc(-c2[nH]nc3c2C(c2cccnc2)C(C#N)=C(N)O3)cc1 (stereo not drawn)	97	101	92	92
28	CC(=O)c1cccc(OCC(=O)Nc2cccc(C(=O)Nc3c(C)n(C)n(-c4ccccc4)c3=O)c2)c1	102	113	93	96
29	CCOC(=O)c1sc(Nc2ccc(Br)cc2)nc1C	102	95	102	99
30	OCCNCc1cc(Br)ccc1OCc1ccc(F)cc1	94	103	96	88
31	Cc1cc(C2C(=O)CC(=O)CC2c2ccccc2)on1 (stereo not drawn)	100	101	106	100
32	Cc1cccc(C)c1OCc1cc(C(=O)N2CCN(c3ccccc3)CC2C)no1 (stereo not drawn)	108	101	96	94

entry	AGP1 TOR yeast	GRK2 inh	VLA-4 inh	MEP2-GFP yeast
25	99	13	43	108
26	105	23	23	98
27	95	0	4	95
28	102	2	-6	99
29	99	0	-2	98
30	nt	4	-2	94
31	105	1	-6	103
32	95	3	4	94

From compound 25 to 26, as listed above:
entry	SMILES	LAP4-GFP MLPCN	Yeast superoxide	CIT2-GFP yeast	RPL19A-GFP yeast
25	Cc1cc(/C=C2/NC(=O)N(c3ccccc3)C2=O)c(C)n1-c1cccnc1	95	109	102	103
26	COc1ccc(C(CNC(=O)CNC(=O)c2ccccc2Cl)N2CCCC2)cc1 (stereo not drawn)	112	98	95	94

entry	AGP1 TOR yeast	GRK2 inh	VLA-4 inh	MEP2-GFP yeast
25	99	13	43	108
26	105	23	23	98

Remaining list, next part.
entry	SMILES	LAP4-GFP MLPCN	Yeast superoxide	CIT2-GFP yeast	RPL19A-GFP yeast
33	Cc1ccc(Oc2ccc(Cl)cc2NC(=O)c2cnccn2)cc1	96	95	109	96
34	O=C(COc1ccc(F)cc1)NC1CC1	105	100	101	102
35	COc1cccc(N/C(SCc2cccc([N+](=O)[O-])c2)=C(/C#N)C(=O)NCc2cccs2)c1	101	101	101	96
36	O=C1/C(=C/c2cccnc2)Oc2cc(OS(=O)(=O)c3ccc(F)cc3)ccc21	99	102	94	100
37	CC(Oc1ccc(Cl)cc1)/C(N)=N/O (stereo not drawn)	94	90	91	89
38	COC(=O)c1ccccc1NC(=O)NCc1ccncc1	105	101	103	97
39	COc1ccc(CCNC(=O)CN(c2cc(OC)ccc2OC)S(=O)(=O)c2ccccc2)cc1	96	89	96	101
40	Cc1ccc2nc(-c3ccccc3)cc(C(=O)N3CC(C)OC(C)C3)c2c1 (stereo not drawn)	103	101	87	93

entry	AGP1 TOR yeast	GRK2 inh	VLA-4 inh	MEP2-GFP yeast
33	96	0	-14	99
34	100	0	-2	105
35	98	0	-1	104
36	96	1	-9	99
37	92	0	3	92
38	101	0	3	97
39	97	0	-16	101
40	98	0	11	93

The list goes on:
entry	SMILES	LAP4-GFP MLPCN	Yeast superoxide	CIT2-GFP yeast	RPL19A-GFP yeast
41	COc1ccc(C(C(=O)NCc2ccc(F)cc2)N(C(=O)c2csnn2)C2CC2)cc1 (stereo not drawn)	99	103	100	104
42	Cc1ccc(NC2=C([N+](=O)[O-])CS(=O)(=O)C2)cc1	90	97	99	91
43	N#CC(C#N)=Cc1ccc(NC(=O)c2ccc(Br)cc2)cc1	102	110	110	104
44	CCOc1ccccc1C1CC(c2ccccc2)Nc2nc(N)nn21 (stereo not drawn)	103	99	101	99
45	CC1CCC/C(=N\NC(=S)Nc2ccccc2)C1 (stereo not drawn)	98	82	94	100
46	CN1/C(=C/C=N/NC(=O)c2ccc([N+](=O)[O-])cc2)C(C)(C)c2ccccc21	86	110	101	96
47	CC(C)C1N(C(N)=S)N=CC1(C)C (stereo not drawn)	nt	87	nt	49*[may fluoresce violet]
48	Cc1cccn2c(=O)nc(SCC(=O)NC3CCCCC3)nc12	110	104	116	106

entry	AGP1 TOR yeast	GRK2 inh	VLA-4 inh	MEP2-GFP yeast
41	101	39	3	113
42	95	2	6	100
43	92	3	8	101
44	103	2	-31	99
45	96	2	1	104
46	95	6	-14	96
47	nt	0	-3	664*[may fluoresce violet]
48	114	3	4	103

(list continues)
entry	SMILES	LAP4-GFP MLPCN	Yeast superoxide	CIT2-GFP yeast	RPL19A-GFP yeast
49	Cc1ccc(C(CNS(=O)(=O)c2ccc(Br)cc2)N2CCN(C)CC2)cc1 (stereo not drawn)	105	102	105	98
50	C/C(CC(=O)Nc1cc(C)ccn1)=N\NC(=O)c1cccc(C)c1O	104	94	87	109
51	Cc1c(N=c2c(=O)c3ccccc3c2=O)c(=O)n(-c2ccccc2)n1C	93	106	102	100
52	CSc1sc(-c2nnc(SCC(=O)Nc3ccccc3)n2C)c2c1C=CCC2	109	99	105	102
53	COC(=O)NC1CSCC1OC(=O)CCN1C(=O)c2ccccc2C1=O (stereo not drawn)	103	109	97	107
54	O=C(CSc1nnc(-c2ccc(S(=O)(=O)N3CCOCC3)cc2)o1)c1ccccc1F	103	88	103	103
55	Oc1ccc2oc3c(c2c1/C=N/n1cnnc1)CCCC3	101	132	97	107
56	Cc1snc2sc(C(=O)c3ccc(Br)cc3)c(N)c12	102	84	100	101

entry	AGP1 TOR yeast	GRK2 inh	VLA-4 inh	MEP2-GFP yeast
49	101	0	11	104
50	72	1	-10	113
51	96	4	5	94
52	116	3	0	103
53	105	0	1	108
54	107	0	-2	98
55	103	3	-7	102
56	97	0	12	116

Carrying on:
entry	SMILES	LAP4-GFP MLPCN	Yeast superoxide	CIT2-GFP yeast	RPL19A-GFP yeast
57	Cc1noc(C)c1COc1cccc(C(=O)N(C)Cc2nc3ccccc3c(=O)[nH]2)c1	104	101	96	100
58	O=C(N/N=C/c1cc(Cl)cc([N+](=O)[O-])c1O)c1cc(-c2ccccn2)nc2ccccc12	105	120	108	101
59	COc1cccc(OC)c1OCCCCN1CCC(Cc2ccccc2)CC1	101	84	103	99
60	CCOC(=O)C1CC=C(Cl)CC1C(=O)Nc1nccs1 (stereo not drawn)	95	116	94	97
61	CSCC[C@H](N)C(=O)NC[C@H]1CC[C@H](C(=O)N[C@@H](Cc2ccccc2)C(=O)O)CC1	117	103	104	98
62	C[C@H](N=C1NS(=O)(=O)c2ccccc21)C(=O)OCc1cc([N+](=O)[O-])cc2c1OCOC2	104	101	92	98
63	O=C(NCc1ccc(Cl)cc1)c1ccc(N2CCCC2=O)cc1	97	103	104	106
64	C[C@H](NC(=O)c1ccccc1Cl)C(=O)Nc1ccccc1F	100	99	107	103
65	Cc1cccc(C(=O)N[C@H](C(=O)Nc2ccc(S(=O)(=O)NC3=NCCCCC3)cc2)C(C)C)c1	89	101	102	96
66	COc1ccc(CCN(C)C(=O)C2CCN(Cc3ccccc3)CC2)cc1OC	111	128	103	104
67	Cc1[nH]c2ccccc2c1/C=N/NC(=O)CCC(=O)Nc1ccccc1	94	87	91	100

entry	AGP1 TOR yeast	GRK2 inh	VLA-4 inh	MEP2-GFP yeast
57	102	0	-4	110
58	104	1	-4	95
59	100	0	4	101
60	102	0	10	100
61	106	0	4	101
62	101	1	5	95
63	102	3	14	105
64	107	2	9	98
65	99	0	41	99
66	110	0	0	100
67	100	0	-23	94

Two entries picked at random from those above, as already listed:
entry	SMILES	LAP4-GFP MLPCN	Yeast superoxide	CIT2-GFP yeast	RPL19A-GFP yeast
67	Cc1[nH]c2ccccc2c1/C=N/NC(=O)CCC(=O)Nc1ccccc1	94	87	91	100
64	C[C@H](NC(=O)c1ccccc1Cl)C(=O)Nc1ccccc1F	100	99	107	103

entry	AGP1 TOR yeast	GRK2 inh	VLA-4 inh	MEP2-GFP yeast
67	100	0	-23	94
64	107	2	9	98

Outcome played no part in choosing rows; any-hit rate near 1.7%.
